N370S GC mod – N370S glucocerebrosidase modulation, Gaucher chaperone candidate; Potency, µM (doses to about 59.4 µM), inactives show top-dose activity change, negative = inhibition, most hits filed as inhibitors; N370S GC spleen homogenate, 4MU-glucoside fluorescence; actives 0.092% (n = 330,000); P04062;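 further: 0% = full enzyme activity and -100% = no enzyme basal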
FEN1 inhibitor – blocks human flap endonuclease 1; actives 0.35% (n = 390,000); P39748; Potency, µM (titrated, usually from 114 µM), for inactives: top-dose activity change, negative = inhibition, hits mostly inhibitors; AID 588795; Recombinant FEN1 flap cleavage, fluorescence, 15 min; further: nearly all actives have a fitted effect of over 65% in size
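Concentration–response screening of FEN1 (10 nM): 15 min compound preincubation at room temperature, reaction started with 50 nM substrate and read at 0 and 15 min. Corrected, normalized data were fitted by a four-parameter Hill equation.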
KAT2A inh – GCN5L2 (KAT2A) acetyltransferase inhibition; Potency, µM (highest dose often 58.9 µM), inactives show at the top dose activity change, negative = inhibition, actives largely listed as inhibitors; Q92830; GCN5L2 HAT assay, ThioGlo1 CoA-SH fluorescence; actives 0.21% (n = 390,000)
Target sequence (Q92830 whole entry, looked up): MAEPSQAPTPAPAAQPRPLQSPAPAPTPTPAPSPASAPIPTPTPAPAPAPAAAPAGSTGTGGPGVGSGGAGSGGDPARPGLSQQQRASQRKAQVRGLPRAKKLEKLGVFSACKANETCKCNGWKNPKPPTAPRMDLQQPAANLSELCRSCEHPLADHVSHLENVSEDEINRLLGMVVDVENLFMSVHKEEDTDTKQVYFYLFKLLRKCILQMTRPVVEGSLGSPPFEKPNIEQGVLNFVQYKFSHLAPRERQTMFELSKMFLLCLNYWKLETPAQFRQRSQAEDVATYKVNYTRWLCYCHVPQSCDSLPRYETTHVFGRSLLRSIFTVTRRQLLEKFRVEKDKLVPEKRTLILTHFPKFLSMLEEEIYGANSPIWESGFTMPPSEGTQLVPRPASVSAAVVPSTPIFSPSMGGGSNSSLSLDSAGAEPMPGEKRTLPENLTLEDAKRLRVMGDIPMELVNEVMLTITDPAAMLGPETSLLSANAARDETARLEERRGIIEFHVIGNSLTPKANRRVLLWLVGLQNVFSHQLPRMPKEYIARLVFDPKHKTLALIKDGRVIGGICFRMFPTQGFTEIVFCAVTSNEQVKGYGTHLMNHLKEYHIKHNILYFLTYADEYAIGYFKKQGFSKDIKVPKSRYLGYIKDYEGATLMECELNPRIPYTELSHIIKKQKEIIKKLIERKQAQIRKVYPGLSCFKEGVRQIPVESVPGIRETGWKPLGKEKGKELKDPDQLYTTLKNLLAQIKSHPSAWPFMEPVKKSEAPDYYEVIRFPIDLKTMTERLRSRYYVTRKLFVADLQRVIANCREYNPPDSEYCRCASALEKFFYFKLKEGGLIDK
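Free CoA generated was detected with ThioGlo1 (50uM) fluorescence at Ex340nm/Em540nm, read immediately and after 20 min at room temperature. Enzyme, 20 nM in HEPES pH 7.5 buffer, saw compounds 15 min before adding 75uM H3(1-25) peptide and 70uM acetyl-CoA.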
Starred values were filed as active, the others as inactive; u = inconclusive; x = no result given; & = joins results of further samples; [ ] = another dose, or the depositor's remark. The call rests on the fitted dose curve; in most records, active means well fitted curve in the direction sought with a large enough effect; inconclusive means small, poorly fitted or top-dose-only effect, or another doubt; inactive means no such curve, though single readings can be large; an effect the other way counts as inactive or inconclusive. Unless noted, on the % scale 0 is the no-effect control and ±100 the full control effect; potency means the concentration at half of the fitted maximal effect.

SMILES	N370S GC mod	FEN1 inhibitor	KAT2A inh
OCCC#Cc1ccc(CN2CCN(Cc3ccsc3)C(CCO)C2)cc1 (stereo not drawn)	-2%	-2%	-4%
Cc1cnc(CN(C)C(=O)C2CCC(=O)N(CCc3cccc(F)c3)C2)[nH]1 (stereo not drawn)	16%	5%	0%
CCCN1CCc2c(sc3nc(SCC)n(-c4ccc(OC)cc4)c(=O)c23)C1	-4%	-12%	1%
Cc1nc(C)c(NC(=O)OC(C)C)cc1NC(=O)OC(C)C	3%	1%	0%
CCN1C(=O)c2ccccc2S(=O)(=O)c2ccc(C(=O)NCc3cccnc3)cc21	-2%	-4%	0%
Cn1c(N)c(C(=O)COC(=O)COc2ccc3ccccc3c2)c(=O)n(C)c1=O	8%	-24%	-10%
Cc1nc2scc(C)n2c(=O)c1S(=O)(=O)Nc1ccc(N2CCOCC2)c(Cl)c1	-2%	-6%&17%	-1%&-1%
c1ccc(-c2nc3ccccc3nc2N2CCOCC2)cc1	2%	6%	-4%
O=C(CCn1c(=S)oc2ccccc21)Nc1ccccc1F	0%	5%	-7%
O=C1CSC(=S)N1CC1CCCO1 (stereo not drawn)	3%[2.35 µM]	3%	3%
O=C(c1cc2c(s1)-c1ccccc1OC2)N1CCN(c2ccccc2F)CC1	x	-20%	-11%
COc1ccc(C)c2sc(N(CCCN(C)C)C(=O)c3ccc4c(c3)OCCO4)nc12	-28%	-12%	-7%
Cc1ccccc1NC1=NCC(c2ccc([N+](=O)[O-])cc2)S1 (stereo not drawn)	-5%	-21%	-4%
CS(=O)(=O)Nc1cccc(-c2nc(NC3CC3)c3ccccc3n2)c1	-5%	x	-12%
O=C(NC1CC2CCC(C1)N2Cc1ccccc1)c1ccccc1Br (stereo not drawn)	-4%	-2%	-5%
CCc1ccc2c(c1)C1(NN=C(c3ccccc3)S1)C(=O)N2 (stereo not drawn)	11%	-7%	-16%
COCCNC(=O)c1ccc2nc(CCc3ccccc3)oc2c1	x	18%	8%
CN(C(=O)CSC1=NC2C(N=N1)c1cc(Br)ccc1N2C)C1CCCCC1 (stereo not drawn)	-21%	-4%	0%
COc1cc(/C=N/NC(=O)c2ccccc2O)ccc1OCC(=O)Nc1ccccc1	-6%	u	-10%
Cc1ccc(C)n1NC(=O)c1ccc(Cl)cc1	-6%	-2%	1%
COCCNC(=O)CN1C(=O)CSc2ccc(S(=O)(=O)N3CCOCC3)cc21	-8%	-3%	-3%
CCc1noc(C)c1C(=O)Nc1nc2ccc(F)cc2s1	-3%	-7%	-9%
CCCCn1c(N)c(N(CCOC)C(=O)COC(=O)c2ccccc2OCC)c(=O)[nH]c1=O	1%	0%	-2%
C=CCNC(=S)NNc1nc(Nc2ccccc2)nc(N2CCCCC2)n1	10%	-17%	20%
CN(c1ccc(C(=O)Nc2cccnc2)cc1)S(=O)(=O)c1ccc(Cl)cc1	-3%	-3%	u
COc1ccc(C)cc1NC(=O)CCC(=O)Nc1nnc(C(F)(F)F)s1	11%	-4%	-1%
Cc1cccc(C)c1NC(=O)Cn1c(=O)n(CCC(=O)NCc2ccco2)c(=O)c2sccc21	19%	4%	u
Cc1ccc2ncc(C(=O)Nc3ccc(OC(F)(F)F)cc3)c(=O)n2c1	x	16%	-2%
CCC/C(O)=C1\C(=O)CC(c2ccccc2)CC1=NCCc1c(C)[nH]c2ccc(C)cc12 (stereo not drawn)	-1%	3%	-6%
CC1CC(C)(C)CC2(C1)NC(=O)N(CC(=O)Nc1ccc3[nH]c(=O)[nH]c3c1)C2=O (stereo not drawn)	x	10%	-1%
CC(=O)c1ccc(C)cc1OC(=O)c1cccc(F)c1	-2%	0%	-10%
CCCN(CCC)C(=O)Cn1c(=O)n(-c2ccc(C)cc2)c(=O)c2ccc(C(=O)NCc3ccccc3Cl)cc21	x	-3%	-1%
CC(C)[C@H](NC(=O)c1ccccc1)C(=O)OCC(=O)NCC1CCCO1 (stereo partly drawn)	x	22%	3%
O=[N+]([O-])c1ccccc1-c1ccc(C(=S)N2CCN(c3ccccc3)CC2)o1	-17%	-26%	-15%
O=C(CN(c1ccccc1)S(=O)(=O)c1ccc(Cl)cc1)Nc1ccccc1C(=O)N1CCCC1	u	-12%	3%
O=C(CN1C(=O)CCc2cc(Br)ccc21)Nc1ccc(OC(F)(F)F)cc1	x	-1%	-5%
Cc1ccc(S(=O)(=O)N2CCCCC2)cc1NC(=O)COC(=O)c1ccccc1F	10%	0%	-18%
O=c1ccc2c([nH]1)CCCCCCCCCC2	-9%	0%	-3%
Cc1noc(C)c1COC(=O)CNC(=O)c1cccc(F)c1	8%	-7%	-6%
O=C(O)[C@@H]1CCCN1C(=O)c1ccccc1N1C(=O)[C@@H]2Cc3c([nH]c4ccccc34)C(c3cccc(Cl)c3)N2C1=O (stereo partly drawn)	0%	-1%	-8%
COc1ccccc1N1CCN(c2ncnc3c2oc2ccccc23)CC1	-2%	-16%	-4%
CCOc1ccccc1N(CC)C(=O)c1cc2c(=O)[nH]c3ccc(C)cc3c2s1	x	-1%	-1%
CC(=O)N1CCC(N(C(=O)Nc2ccc(F)cc2)C2CCCC2)CC1	3%	-8%	-11%
O=C(Nc1ccc(Cl)cc1)Nc1nc(-c2ccccc2O)cs1	0%	11%	4%
O=C(NCCC1=CCCCC1)C1CCN(S(=O)(=O)c2cccc(C(F)(F)F)c2)CC1	x	-10%	1%
N#Cc1c(-c2ccncc2)c2c([nH]c1=S)CCCC2	-3%	-2%	u
O=C(CCc1nnc2ccc(NCc3ccccc3Cl)nn12)NCC1CCN(C2CCCC2)C1 (stereo not drawn)	-4%	-4%	-1%
O=C(Cc1cccc(NC(=O)C2CCCN(C(=O)CCc3ccccc3)C2)c1)Nc1cccc(C(=O)N2CCCC2)c1 (stereo not drawn)	x	1%	0%
CC(NC(=O)COC(=O)C1=NN(c2ccccc2)C(=O)CC1)c1ccccc1 (stereo not drawn)	-2%	4%	-15%
CC(C)Oc1ccccc1/C=N/Nc1ccccc1[N+](=O)[O-]	0%	-6%	-8%

Arranged by count of non-hydrogen atoms (descending): part of the list above.
SMILES	N370S GC mod	FEN1 inhibitor	KAT2A inh
O=C(Cc1cccc(NC(=O)C2CCCN(C(=O)CCc3ccccc3)C2)c1)Nc1cccc(C(=O)N2CCCC2)c1 (stereo not drawn)	x	1%	0%
O=C(O)[C@@H]1CCCN1C(=O)c1ccccc1N1C(=O)[C@@H]2Cc3c([nH]c4ccccc34)C(c3cccc(Cl)c3)N2C1=O (stereo partly drawn)	0%	-1%	-8%
CCCN(CCC)C(=O)Cn1c(=O)n(-c2ccc(C)cc2)c(=O)c2ccc(C(=O)NCc3ccccc3Cl)cc21	x	-3%	-1%
O=C(CN(c1ccccc1)S(=O)(=O)c1ccc(Cl)cc1)Nc1ccccc1C(=O)N1CCCC1	u	-12%	3%
Cc1ccc(S(=O)(=O)N2CCCCC2)cc1NC(=O)COC(=O)c1ccccc1F	10%	0%	-18%
CCOc1ccccc1N(CC)C(=O)c1cc2c(=O)[nH]c3ccc(C)cc3c2s1	x	-1%	-1%
CC(NC(=O)COC(=O)C1=NN(c2ccccc2)C(=O)CC1)c1ccccc1 (stereo not drawn)	-2%	4%	-15%
O=C(CN1C(=O)CCc2cc(Br)ccc21)Nc1ccc(OC(F)(F)F)cc1	x	-1%	-5%
CC(C)[C@H](NC(=O)c1ccccc1)C(=O)OCC(=O)NCC1CCCO1 (stereo partly drawn)	x	22%	3%
CC(=O)N1CCC(N(C(=O)Nc2ccc(F)cc2)C2CCCC2)CC1	3%	-8%	-11%
O=C(Nc1ccc(Cl)cc1)Nc1nc(-c2ccccc2O)cs1	0%	11%	4%
Cc1noc(C)c1COC(=O)CNC(=O)c1cccc(F)c1	8%	-7%	-6%
CC(=O)c1ccc(C)cc1OC(=O)c1cccc(F)c1	-2%	0%	-10%
N#Cc1c(-c2ccncc2)c2c([nH]c1=S)CCCC2	-3%	-2%	u
O=c1ccc2c([nH]1)CCCCCCCCCC2	-9%	0%	-3%

(cont.)
SMILES	N370S GC mod	FEN1 inhibitor	KAT2A inh
CCCn1c(N)c(C(=O)CSc2nnc(-c3cccnc3)n2-c2ccc(C)cc2C)c(=O)[nH]c1=O	-8%	-1%	1%
Cc1ccc(SCC(=O)Nc2ccc(S(N)(=O)=O)cc2)cc1	0%	-16%	-5%
CCN(CC)CCC#CC1(O)c2ccccc2-c2ccccc21	0%	4%	2%
CCc1ccccc1NC(=O)/C(=C/c1ccco1)c1ccccc1	9%	u	u
Cc1ccc(-n2c(SCC3CCCCO3)nnc2-c2ccco2)cc1 (stereo not drawn)	-13%	-5%	-17%
CC1CC(C)CN(CCOc2cccc(Cl)c2Cl)C1 (stereo not drawn)	-14%	-6%	-3%
Cc1ccccc1Cn1c2ccccc2c2cnn(CC(=O)NCCc3ccc(Cl)cc3)c(=O)c21	x	21%	1%
Cc1onc(-c2ccccc2Cl)c1C(=O)Nc1ccc(F)c(F)c1	2%	-2%	-3%
CN(c1ccccc1)S(=O)(=O)c1ccc(C(=O)NNC(=O)c2ccccc2)cc1	x	14%	-5%
Cc1ccccc1OC1CCN(C(=O)C2CCC(=O)N(C3CCCC3)C2)CC1 (stereo not drawn)	21%	-21%	5%
COc1cccc(/C=N/NC(=O)CSCC(=O)Nc2ccccc2)c1O	5%	-6%	-1%
COc1cc(/C=C/c2cc(C(F)(F)F)[nH]c(=O)n2)cc(OC)c1OC	-12%	0%	-14%
COC(=O)c1sccc1NC(=O)CSc1nnnn1-c1ccccc1F	9%	-14%	x
CC(C)(C)c1ccc(C2(C)NC(=O)NC2=O)cc1 (stereo not drawn)	-4%	2%	-2%
CC1CCc2sc(-c3n[nH]c(=S)o3)cc2C1 (stereo not drawn)	1%	-1%	-27%
Cc1nnc(NC(=O)C2C3C=CC(O3)C2C(=O)O)s1 (stereo not drawn)	7%	x	-2%
CN1CCCC1CCNC1C2CC3CC(C2)CC1C3 (stereo not drawn)	2%	-5%	0%
CCCCOC(=O)Nc1nnc(/C=C/c2ccc(OC)cc2)s1	17%	-5%	-8%
CC(C)NC(=O)N(C)C[C@@H]1Oc2c(NC(=O)C3CCOCC3)cccc2C(=O)N([C@@H](C)CO)C[C@H]1C	x	3%	-1%
CCOc1ccccc1N1CC(C(=O)NNC(=O)c2cc(OC)c(OC)c(OC)c2)CC1=O (stereo not drawn)	x	-2%	-6%

Fetched one by one from the entries so far, two records:
SMILES	N370S GC mod	FEN1 inhibitor	KAT2A inh
O=C(CCn1c(=S)oc2ccccc21)Nc1ccccc1F	0%	5%	-7%
CCOc1ccccc1N(CC)C(=O)c1cc2c(=O)[nH]c3ccc(C)cc3c2s1	x	-1%	-1%

(listing goes on)
SMILES	N370S GC mod	FEN1 inhibitor	KAT2A inh
CCc1nnc(NC(=O)C2=CCN(S(=O)(=O)c3ccccc3)CC2)s1	4%	14%	-1%
Cn1c(=O)c(=O)n(C)c2cc(S(=O)(=O)CCC(=O)N3CCOCC3)ccc21	0%	-2%	-1%
O=C1OC(N2CCN(C(=O)C3CCCO3)CC2)c2ccccc21 (stereo not drawn)	3%	2%	-2%
O=C(O)Cc1cc(I)c(Oc2cc(I)c(O)c(I)c2)c(I)c1	4%	x	-1%
CCCC(=O)Oc1cccc(C2NC(=O)c3ccccc3O2)c1 (stereo not drawn)	5%	13%	-3%
O=C(CCN1C(=O)c2ccccc2C1=O)C1=NN[C@@H]2C(=O)N(c3cccc(F)c3)C(=O)[C@H]12	-15%	0%	-1%
CCOC(=O)c1ccc(NC(=O)NCCc2ccccc2OC)cc1	7%	3%	-5%
COc1ccc(NC(=O)c2cc3c(C)nn(-c4ccccc4)c3s2)c(OC)c1	x	-2%	18%
CCOC(=O)c1sc(C)c(C(=O)NCC(C)(C)CN(C)C)c1N	3%	-2%	42%[activator]
Cc1ccc(C2C(N)C(=O)N2c2ccc(C)cc2)cc1 (stereo not drawn)	u	17%	-3%

Some of the entries so far, bar-delimited:
Molecule | N370S GC mod | FEN1 inhibitor | KAT2A inh
CCOC(=O)c1ccc(NC(=O)NCCc2ccccc2OC)cc1 | 7% | 3% | -5%
COc1ccc(NC(=O)c2cc3c(C)nn(-c4ccccc4)c3s2)c(OC)c1 | x | -2% | 18%

Not a hit list; 0.54% or so of the library scored in one or more.
